High-throughput results from PubChem.
PvdQ acylase: blocks Pseudomonas aeruginosa PvdQ acylase activity; purified PvdQ acylase, fluorescence plate reader; inhibition, % at 10 µM; 340,000 tested, 0.063% active; in the data active = inhibition above about 30%, passing the limit was not always enough;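 note: 0% = vehicle neutral wells and 100% = reference inhibitor wells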
phage Ecoli inh: E. coli growth loss with phage present. growth absorbance. inhibition, % at 11.9 µM. 360,000 tested, 0.26% active; in the data active = inhibition above about 11%
AddAB inh: less growth of phage-infected E. coli with AddAB; E. coli expressing H. pylori AddAB, absorbance growth; inhibition, % at 11.9 µM; 330,000 tested, 0.29% active; in the data active = inhibition above about 12%;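 note: 0% = vehicle wells of infected cells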
E coli growth: reduces bacterial viability in AddAB counter-screen; E. coli V3065 growth, OD600 absorbance, 18 h; AID 449728; inhibition, % at 11.9 µM; 330,000 tested, 0.27% active;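 active = inhibition above the campaign's mean inhibition across all tested compounds plus 3 SD, cut at about 9.9% in these data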;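 note: uninfected addAB+ strain grown without phage in ampicillin broth; 0% = DMSO wells and 100% = ciprofloxacin 0.95 µg/ml wells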
Rtt109 HAT inh: C. albicans Rtt109 histone acetyltransferase inhibition | inhibition, % at 34.9 µM | 330,000 tested, 0.16% active | purified Rtt109/Vps75, ThioGlo CoA-SH fluorescence, 4 h;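 active = inhibition of at least 50% in every replicate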
Target sequence (Q5AAJ8 whole entry, looked up): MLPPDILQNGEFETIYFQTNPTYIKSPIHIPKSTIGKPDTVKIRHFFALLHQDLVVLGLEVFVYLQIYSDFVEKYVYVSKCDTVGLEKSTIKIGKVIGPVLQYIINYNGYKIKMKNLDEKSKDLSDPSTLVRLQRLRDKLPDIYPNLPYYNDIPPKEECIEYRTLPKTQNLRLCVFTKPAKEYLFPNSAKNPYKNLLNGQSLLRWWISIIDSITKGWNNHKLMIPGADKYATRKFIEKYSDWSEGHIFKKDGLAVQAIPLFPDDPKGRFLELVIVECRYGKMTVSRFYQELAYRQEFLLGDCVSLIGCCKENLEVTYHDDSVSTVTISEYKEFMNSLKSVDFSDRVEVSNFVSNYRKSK
DAGLB inh: diacylglycerol lipase beta (human) inhibition | HEK293T DAGLB membrane lysate, EnzChek fluorogenic substrate | inhibition, % at 5.17 µM | 340,000 tested, 0.059% active | AID 504411; in the data active = inhibition above about 34%;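 note: 0% = enzyme with vehicle and 100% = wells lacking enzyme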
Target sequence (Q8NCG7 whole entry, looked up): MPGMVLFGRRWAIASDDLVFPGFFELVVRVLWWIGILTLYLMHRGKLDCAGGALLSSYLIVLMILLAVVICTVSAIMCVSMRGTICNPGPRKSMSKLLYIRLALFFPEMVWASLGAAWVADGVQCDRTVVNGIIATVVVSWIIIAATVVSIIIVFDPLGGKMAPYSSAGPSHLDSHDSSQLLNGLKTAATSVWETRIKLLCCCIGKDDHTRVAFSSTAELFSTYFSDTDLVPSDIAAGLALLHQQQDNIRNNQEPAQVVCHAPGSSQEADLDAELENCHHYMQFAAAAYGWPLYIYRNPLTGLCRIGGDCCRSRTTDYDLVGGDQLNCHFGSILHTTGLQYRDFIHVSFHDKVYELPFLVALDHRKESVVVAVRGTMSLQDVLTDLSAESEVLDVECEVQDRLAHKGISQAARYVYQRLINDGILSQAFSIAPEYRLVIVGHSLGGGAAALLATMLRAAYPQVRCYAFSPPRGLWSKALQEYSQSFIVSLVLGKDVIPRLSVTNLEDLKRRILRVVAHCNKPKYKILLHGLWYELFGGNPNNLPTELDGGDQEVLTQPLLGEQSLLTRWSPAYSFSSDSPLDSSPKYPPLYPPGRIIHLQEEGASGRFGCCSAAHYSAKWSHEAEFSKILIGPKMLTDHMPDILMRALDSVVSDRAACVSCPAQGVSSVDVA
CAL PDZ FP: inhibitors of human CAL PDZ peptide binding | purified CAL PDZ, TMR-peptide fluorescence polarization, 1 h | Q9HD26 | inhibition, % at 20 µM | 330,000 tested, 0.02% active | AID 504414;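 active = highest replicate inhibition of at least 40%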;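 note: plate controls were DMSO neutral control wells for no effect and unlabeled competitor peptide control wells for full effect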
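System: tagged CAL PDZ domain. Schedule: 1 h room-temperature incubation prior to read. Signal: fluorescence polarization (mP). Measure: percent inhibition from loss of millipolarization.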
PfHsp90 set2: inhibits growth of yeast expressing Plasmodium falciparum Hsp90 | S. cerevisiae expressing PfHsp90, BacTiter-Glo ATP, 48 h; yeast lacking PDR1 and PDR3 efflux regulators | 310,000 tested, 0.32% active | AID 504621 | inhibition, % at 9.4 µM;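 active = every replicate shows inhibition above about 80%, whatever the replicate mean, limit read from the data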;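 note: 0% = DMSO neutral controls and 100% = 20 µM radicicol positive controls; yeast relying on Plasmodium falciparum Hsp90 in place of its own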
Wnt bcat act: activates Wnt/beta-catenin signaling in a reporter cell assay; activator, plate reader; activation, % at 9.35 µM; 300,000 tested, 1.2% active; AID 743398; in the data active = activation above about 30%, passing the limit was not always enough;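 note: 0% = neutral control wells and 100% = positive control wells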
Tat transport: inhibitors of E. coli Tat protein transport; inhibition, % at 10 µM; 340,000 tested, 0.036% active; AID 488895; E. coli MC4100 TorA-mCherry Tat export, fluorescence;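 active = mean replicate inhibition at least 50% and at least half of replicates individually reaching 50%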;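 note: exported cargo escapes ClpAP degradation while cytoplasmic cargo is degraded and loses fluorescence; 0% = median of neutral control wells and 100% = median of NaSCN control wells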
Starred values were filed as active, the others as inactive; i = inactive; · = not tested or not shown.

SMILES	PvdQ acylase	phage Ecoli inh	AddAB inh	E coli growth	Rtt109 HAT inh	DAGLB inh	CAL PDZ FP	PfHsp90 set2	Wnt bcat act	Tat transport
O=C(CN1C(=O)NC(c2ccccc2)(c2ccccc2)C1=O)NCc1ccccc1	-11	1.0	-0.6	-0.5	5	-2	-2.7	-10	-2	-9
Cc1ccc(C)c(NC(=O)Cc2coc3cc4c(cc23)CCC4)c1	0	2.8	-1.8	-1.6	-5	-2	-1.9	-6	-1	-2
Cc1ccc2[nH]c3c(=O)n(CC(=O)Nc4ccccc4N4CCN(C)CC4)ncc3c2c1	7	3.2	4.1	-3.3	12	1	-2.2	18	3	6
CCC(=O)O/N=C(\N)c1ccc(Oc2cc(C)c(Cl)c(C)c2)c([N+](=O)[O-])c1	5	0.2	-0.3	-1.1	1	-13	-1.9	0	-1	-7
O=C(CSc1ncccc1C(=O)O)NC1CCCCC1	14	1.4	0.8	-1.4	4	-2	-0.7	7	2	-8
FC(F)(F)COc1cc(-c2nnc(SCc3ccccc3)n2Cc2ccco2)cc(OCC(F)(F)F)n1	-6	4.1	1.5	-1.9	-3	-13	-0.1	8	-1	-6
CCOC(=O)c1ccccc1NC(=O)c1c(F)c(F)c(F)c(F)c1F	4	5.8	2.5	0.7	-11	-16	0.5	·	3	1
Cc1ccc(S(=O)(=O)NC2=NCN(CC(=O)O)CN2)cc1	-3	-0.5	2.2	1.3	-7	3	-2.3	29	-3	-7
COCCCN(C(=S)NC(=O)C12CC3CC(CC(C3)C1)C2)c1c(N)n(Cc2ccccc2)c(=O)[nH]c1=O	-10	-1.6	-1.4	1.7	-4	1	-2.5	-8	0	2
COc1ccc2sc(N3C(=O)CC(Cc4cccc(C)c4)C3=O)nc2c1 (stereo not drawn)	7	3.9	0.4	0.6	0	1	-0.9	9	0	1
O=C(CC1C(=O)NCCN1C(=O)Nc1ccccc1)Nc1ccc2c(c1)OCO2 (stereo not drawn)	-2	1.4	-1.4	0.1	11	-1	-0.1	8	·	-5
Cc1ccc(NC(=O)C2CCN(S(=O)(=O)c3ccc4c(c3)OCCO4)CC2)nc1	5	1.3	0.0	0.7	-1	-1	0.2	-10	-1	6
Cc1ccc2nc3c(cc(C(=O)NCCCn4ccnc4)n3C)c(=O)n2c1	-14	3.5	1.2	-2.1	i	2	-1.6	8	-2	-2
Cc1ccc(CNC(=O)Cc2ccc(Br)cc2)cc1	-13	1.3	-0.1	1.1	-12	-3	0.5	-4	-1	6
Cc1ccc(CSc2nnc(-c3ccccc3N)c(=O)[nH]2)cc1	3	3.7	-0.1	-0.9	4	15	-1.3	-3	·	-3
Cc1ccc(C)c(S(=O)(=O)N2CCN(C(=O)CSc3ccccc3F)CC2)c1	-10	1.2	0.9	-0.2	8	-2	-1.8	2	-3	2
Cc1cc(OCC(=O)Nc2cccc(S(=O)(=O)N3CCCC3)c2)ccc1Cl	1	0.9	·	·	19	-5	-2.1	·	-2	1
CC(C)C(c1nnnn1C(C)(C)C)N1CCN(c2cccc(Cl)c2)CC1 (stereo not drawn)	-8	3.0	1.0	-1.4	0	-5	-0.9	-34	-2	2
CCCCCCN1CC(O)=C(c2nc3ccccc3[nH]2)C1=N	0	1.6	0.8	-2.1	17	0	-2.2	2	5	0
COCCOC(=O)C1=C(C)NC(=O)NC1c1cccs1 (stereo not drawn)	-4	0.4	2.4	0.1	0	0	-1.2	13	·	13

The final 5 records of the part before lead into the next:
SMILES	PvdQ acylase	phage Ecoli inh	AddAB inh	E coli growth	Rtt109 HAT inh	DAGLB inh	CAL PDZ FP	PfHsp90 set2	Wnt bcat act	Tat transport
Cc1ccc(C)c(S(=O)(=O)N2CCN(C(=O)CSc3ccccc3F)CC2)c1	-10	1.2	0.9	-0.2	8	-2	-1.8	2	-3	2
Cc1cc(OCC(=O)Nc2cccc(S(=O)(=O)N3CCCC3)c2)ccc1Cl	1	0.9	·	·	19	-5	-2.1	·	-2	1
CC(C)C(c1nnnn1C(C)(C)C)N1CCN(c2cccc(Cl)c2)CC1 (stereo not drawn)	-8	3.0	1.0	-1.4	0	-5	-0.9	-34	-2	2
CCCCCCN1CC(O)=C(c2nc3ccccc3[nH]2)C1=N	0	1.6	0.8	-2.1	17	0	-2.2	2	5	0
COCCOC(=O)C1=C(C)NC(=O)NC1c1cccs1 (stereo not drawn)	-4	0.4	2.4	0.1	0	0	-1.2	13	·	13
CC(CNC(=O)C1CCCCC1)NC(=O)C1CCCCC1 (stereo not drawn)	-7	-1.4	0.6	-2.5	-4	2	0.4	-29	·	-5
CCCc1c(C(=O)OCC)[nH]c2c1C(=O)CCC2	5	2.0	2.9	1.7	3	-4	0.1	4	-2	-9
Cc1ccc2c(c1)cc(C(=O)N1CCN(c3ccccn3)CC1)n2C	-18	3.8	4.0	-0.2	-2	-3	17	-19	1	4
CC(=O)N(C)c1ccc(NC(=S)Nc2cccc3ccccc23)cc1	-14	4.4	-0.2	-2.6	0	1	-4.9	-8	8	-3
CN1C(=O)NC(c2ccccc2[N+](=O)[O-])C2=C1CC(C)(C)CC2=O (stereo not drawn)	-10	0.9	-2.2	-0.3	·	3	-3.4	-2	0	2
CCOC(=O)C1=C(CSc2nc(-c3ccccc3)ccc2C#N)OC(N)=C(C#N)C1c1ccc(OC)cc1 (stereo not drawn)	-11	0.9	0.8	-2.2	-3	-1	-0.6	-41	·	-1
Cc1ccc(Cn2c(=N)c(C(=O)NC3CCCCC3)cc3c(=O)n4ccccc4nc32)cc1	-8	-0.9	0.4	-2.5	-18	2	-1.1	-38	1	1
COc1ccc(NS(=O)(=O)c2cc(NC(=O)/C=C/c3cc(OC)ccc3OC)ccc2N2CCCCC2)cc1	-17	3.0	0.5	2.1	-2	-4	-1.2	-20	·	1
COC(=O)CSC1=NS(=O)(=O)c2ccccc21	-12	·	4.5	-0.9	3	1	0.3	3	·	-1
COc1ccc2nc(NC(=O)CSc3nnnn3C)sc2c1	6	3.0	2.3	2.4	-1	1	-0.8	15	10	-7
COc1ccc(OC)c(S(=O)(=O)NC2CC(=O)N(c3ccc(C)c(C)c3)C2)c1 (stereo not drawn)	-4	2.9	5.0	-0.4	6	3	-2.4	·	-2	22
O=c1c2cc(N3CCOCC3)ccc2[nH]c(=S)n1Cc1cccc(Cl)c1	-5	3.2	3.1	2.9	-10	3	0.3	·	·	2
O=C(Nc1nnc(-c2ccccc2)s1)c1ccccc1F	18	2.1	2.1	2.6	-8	-9	0.0	9	24	7
Cc1ccc(/C=C2\SC(=S)N(CCC(=O)N3CCOCC3)C2=O)cc1	-9	0.2	4.2	-0.2	-1	1	-2.2	-20	2	-12
CCn1c(O)c(N=NC(=O)c2cccc(S(=O)(=O)N3CCCCC3)c2)c2ccccc21	-9	2.8	4.0	-2.8	6	2	-0.6	29	0	8
O=S(=O)(c1ccc(NC(=S)NN=C(C2CC2)C2CC2)cc1)N1CCOCC1	-12	1.6	4.0	3.3	11	1	0.2	-10	-2	-2
COc1ccc(CNC(=O)[C@H](C)NC(=O)C2CCN(S(=O)(=O)c3ccc(C)cc3)CC2)cc1	-17	-1.6	2.3	1.4	-17	-1	-1.1	·	·	5
Cc1c(/C(O)=C2\C(=O)C(=O)N(CCCN(C)C)C2c2cccs2)cnn1-c1ccccc1 (stereo not drawn)	-5	-1.1	·	·	-23	5	-1.0	14	4	-4
Cc1cccc(NC(=O)COc2ccccc2)c1	-12	4.2	1.1	3.5	-6	-3	0.0	10	4	3
CC(C)c1ccc(S(=O)(=O)N2CCN(CC(=O)Nc3ccc(Cl)cc3F)CC2)cc1	0	-0.6	1.4	-3.7	-15	-6	0.4	5	-4	6
COc1ccccc1CNC(=O)c1nccnc1CO	-17	1.4	·	·	-1	-1	-4.5	-17	-4	3
Cc1cccc2sc(N(CCCN(C)C)C(=O)c3ccc4ncsc4c3)nc12	-16	0.6	2.0	0.1	28	1	-5.2	8	-2	-10
Cc1ccc2c(=O)n3c(nc2c1)C(Cc1ccc(O)cc1)NC(=O)c1ccc(Cl)cc1-3 (stereo not drawn)	·	1.2	0.9	0.6	·	·	·	·	-4	·
COc1ccccc1NC(=O)COC(=O)c1oc2ccccc2c1C	-2	0.6	2.3	1.4	-2	-13	-1.9	-4	-1	0
CC(=O)N1CCC(C(=O)Nc2nc(-c3ccccc3)ns2)CC1	-12	1.3	-0.1	-1.0	4	0	-1.1	·	·	5
CCc1ccc(NC(=S)N(CCCN2CCOCC2)Cc2ccco2)cc1	-13	-1.2	2.4	2.0	4	1	-2.3	4	2	-3
CCOc1ccc(NC(=O)C2CCCN(C(=O)NCc3ccccc3)C2)cc1 (stereo not drawn)	-14	0.9	3.3	1.8	-7	-1	-0.3	-21	-4	-4
CCn1cc(Cl)c(C(=O)Nc2ccc3c(c2)OCCO3)n1	-6	3.1	-1.4	-2.1	-9	2	-1.5	-10	-1	-7
O=C(Cc1ccccc1)NC1CCN(C(=O)c2ccc([N+](=O)[O-])cc2)CC1	-2	-1.7	·	·	1	-4	-0.9	21	-1	-2
Cc1ccc(C)c(NC(=O)CCN2C(=O)C3CC=CCC3C2=O)c1 (stereo not drawn)	-2	2.2	1.7	-0.2	2	0	-0.9	21	1	1
O=C(Nc1ccc(-c2cn3ccsc3n2)cc1)C1COc2ccccc2O1 (stereo not drawn)	-1	2.3	2.1	1.1	11	-2	-3.5	-20	·	-3
COc1ccccc1NS(=O)(=O)c1ccc(-c2cc(C)no2)s1	5	3.0	1.5	-0.4	29	0	-2.1	15	-4	6
Cc1csc(=O)n1CC(=O)OCc1nnc(-c2ccc([N+](=O)[O-])cc2)o1	-6	1.4	-0.1	1.4	0	0	0.0	22	1	-1
CN1C(=O)c2ccc(N(C)C)cc2C1=O	18	1.8	2.5	-2.3	-9	-8	-2.4	17	0	-3
C=CCSc1nnc(-c2c[nH]c3ccccc23)n1CC	-10	3.5	·	·	-3	5	0.3	6	-1	-3
Cc1cc(Cn2nc(C(=O)NCc3cccc(C(F)(F)F)c3)cc2-c2ccccc2)on1	1	2.6	1.4	-1.0	1	-9	-0.4	-5	-2	-11
O=c1c2ccccc2nc2c3ccccc3c(NCCN3CCOCC3)nn12	·	0.9	4.2	0.5	·	·	·	·	3	·
Cc1ccc(C(=O)NCCNS(C)(=O)=O)cc1	-7	1.4	0.1	-1.1	·	0	-1.3	-13	·	7
CC(NC(=O)c1ccc(NC2=NC3CS(=O)(=O)CC3S2)cc1)c1ccccc1 (stereo not drawn)	-2	0.5	2.2	2.0	-17	-1	-0.8	7	4	-6
COc1ccc(N2CCN(CCCNC(=O)Cn3c(=O)c4cccn4c4cccnc43)CC2)cc1	-5	3.3	0.5	-3.3	-1	-1	-1.8	-25	-1	-3
NC(=O)CCCn1c(C(=O)c2cc(Cl)c(N)c(Cl)c2)c2ccc([N+](=O)[O-])cc2[n+]1[O-]	7	1.9	4.4	3.3	11	8	-0.1	-20	3	-5
COc1ccc(NC(=O)c2cc(S(=O)(=O)N3CCCC3)ccc2C)cn1	0	1.9	1.4	-0.3	13	1	-1.0	·	-4	-7
Cc1cc(C)nc(N/N=C/c2ccc3c(c2)OCCO3)n1	5	4.0	2.0	2.2	1	0	-1.9	-28	1	-4
CCCC(=O)Nc1cccc(-c2cn3ccsc3n2)c1	-10	3.6	3.4	3.8	-2	0	-1.6	-4	·	2
CC1=C(C(=O)OCC2CCCO2)C(c2ccc(F)cc2)NC(=O)N1 (stereo not drawn)	0	4.4	0.7	-1.7	3	0	0.1	-6	-6	0
